# CHO-K1 Ca ag – nonselective activator or artifact in parental CHO-K1 cells | Fluo-8 calcium fluorescence; scaled to maximal ATP response, vehicle zero | AID 602248 | activation, % at 3 µM | hit rate 0.48% among 360,000; in the data active = activation above about 15%;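 note: untransfected CHO-K1 host cells lacking M1 receptor as counterscreen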
# CHO-K1 Ca antag – M1 antagonist counterscreen hit in parental CHO-K1 cells | ATP-induced calcium, Fluo-8 fluorescence | inhibition, % at 3 µM | hit rate 0.6% among 360,000;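 active = inhibition above a per-plate cutoff, the plate's mean sample inhibition plus 3 SD, cut at about 24% in these data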;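 note: 0% = DMSO plus EC80 ATP and 100% = DMSO alone without ATP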
# M5 ag – agonists of human muscarinic M5 receptor (CHRM5). CHO-K1 hM5 cells, Fluo-8 calcium fluorescence; 0% DMSO wells, 100% maximal acetylcholine response. activation, % at 3 µM. hit rate 0.19% among 360,000;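 active = activation above the run's mean over test compounds plus 3 SD, cut at about 23% in these data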;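 note: signal is peak over basal fluorescence ratio across the kinetic read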
# Target sequence (P08912 whole entry, looked up): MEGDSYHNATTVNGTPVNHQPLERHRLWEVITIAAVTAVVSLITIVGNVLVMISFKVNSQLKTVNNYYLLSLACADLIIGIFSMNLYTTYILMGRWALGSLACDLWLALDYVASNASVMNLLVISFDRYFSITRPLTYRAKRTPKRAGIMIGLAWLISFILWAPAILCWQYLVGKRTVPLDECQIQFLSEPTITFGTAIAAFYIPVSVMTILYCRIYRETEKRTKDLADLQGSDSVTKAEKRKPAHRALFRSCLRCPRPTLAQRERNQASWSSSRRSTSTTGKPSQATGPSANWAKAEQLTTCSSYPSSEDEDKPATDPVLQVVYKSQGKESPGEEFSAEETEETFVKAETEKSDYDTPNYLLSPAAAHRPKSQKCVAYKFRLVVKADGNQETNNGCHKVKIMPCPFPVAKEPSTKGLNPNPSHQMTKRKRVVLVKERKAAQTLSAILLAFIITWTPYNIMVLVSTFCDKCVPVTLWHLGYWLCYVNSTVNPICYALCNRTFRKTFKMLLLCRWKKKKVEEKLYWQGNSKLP
# M5 antag – antagonists of human muscarinic M5 receptor (CHRM5) | P08912 | CHO-hM5 cells, Fluo-8 calcium fluorescence, ACh EC80 | hit rate 0.59% among 360,000 | AID 624040 | inhibition, % at 3 µM;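 active = inhibition above a per-plate cutoff, the mean of that plate's test compounds plus 3 SD, cut at about 27% in these data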;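 note: 0% = acetylcholine EC80 with DMSO and 100% = DMSO without agonist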
# CHRM4 PAM – CHRM4 positive allosteric modulation; activation, % at 3 µM; P08173; hit rate 0.4% among 360,000; CHO-K1 hM4/Gqi5, Fluo-8 calcium fluorescence, ACh EC20; 0% = ACh EC20, 100% = maximal ACh; AID 624126;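 active = activation above its plate's cutoff, the mean activation of sample wells plus 3 SD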; note: some results filed as inactive read as strong as hits
# Target sequence (P08173 whole entry, looked up): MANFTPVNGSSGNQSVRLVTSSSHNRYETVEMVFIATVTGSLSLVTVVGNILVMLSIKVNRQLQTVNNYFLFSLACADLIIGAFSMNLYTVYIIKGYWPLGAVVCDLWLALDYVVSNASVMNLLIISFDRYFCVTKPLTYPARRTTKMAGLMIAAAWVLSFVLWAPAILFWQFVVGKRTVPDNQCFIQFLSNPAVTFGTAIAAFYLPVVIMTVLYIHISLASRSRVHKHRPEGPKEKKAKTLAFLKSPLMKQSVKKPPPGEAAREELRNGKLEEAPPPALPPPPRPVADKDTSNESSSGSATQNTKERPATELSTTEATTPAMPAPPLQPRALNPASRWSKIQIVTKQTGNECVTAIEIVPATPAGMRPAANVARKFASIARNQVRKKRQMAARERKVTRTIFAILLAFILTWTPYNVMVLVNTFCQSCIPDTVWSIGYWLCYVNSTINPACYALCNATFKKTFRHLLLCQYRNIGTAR
# M4 ag – CHRM4 agonism in calcium assay. P08173. hit rate 0.14% among 360,000. activation, % at 3 µM. CHO-K1 hM4/Gqi5, Fluo-8 calcium fluorescence; vehicle 0%, full acetylcholine response 100%;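 active = activation above the run mean over all test wells plus 3 SD, cut at about 32% in these data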;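 note: peak over basal fluorescence ratio per well then scaled between controls; 0% = DMSO wells and 100% = acetylcholine at EC100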
# M4 antag – CHRM4 antagonism in calcium assay | P08173 | CHO-hM4 cells, ACh EC80, Fluo-8 calcium fluorescence | inhibition, % at 3 µM | hit rate 0.73% among 360,000 | AID 624125;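 active = inhibition above its plate's cutoff, the mean inhibition of sample wells plus 3 SD, cut at about 27% in these data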;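 note: 0% = acetylcholine EC80 with DMSO and 100% = DMSO without agonist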
# CHO-K1 Ca PAM – nonselective activator or artifact in parental CHO-K1 calcium assay; ATP EC20, Fluo-8 calcium fluorescence; 0% at ATP EC20, 100% at ATP max; activation, % at 3 µM; hit rate 0.02% among 360,000; AID 602247;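 active = activation above the run cutoff, the mean activation of all test compounds plus 3 SD, cut at about 40% in these data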;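 note: peak over basal fluorescence ratio in a 140 s read after ATP addition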
# CHRM5 PAM – potentiates acetylcholine response at human M5 receptor; P08912; CHO-K1 hM5, Fluo-8 calcium, ACh EC20 PAM; 0% = ACh EC20, 100% = ACh EC100; activation, % at 3 µM; hit rate 0.3% among 360,000;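 active = activation above the run cutoff, the mean activation of all test compounds plus 3 SD, cut at about 18% in these data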
#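 Test system: CHO-K1 hM5 cells / Doses: single-point, 3 µM nominal / Times: Post-acetylcholine fluorescence recording 140 s / Technique: Fluo-8 calcium fluorescence / Measure: Max/basal fluorescence ratio as % of EC20–EC100 ACh window / Benchmarks: low control EC20 acetylcholine (0%), high control EC100 acetylcholine (100%) / Replicates: one well per compound, no replicates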
# * marks the source's active call; other numbers are inactive results.
Molecule	CHO-K1 Ca ag	CHO-K1 Ca antag	M5 ag	M5 antag	CHRM4 PAM	M4 ag	M4 antag	CHO-K1 Ca PAM	CHRM5 PAM
O=C(CN(C(=O)c1csnn1)c1ccc(Br)cc1)NC1CCCCC1	-0.3	0	-1	3	-4	1	-1	-2	1
COc1ccc(NC(=O)c2ccc(=O)[nH]c2)cc1S(=O)(=O)N1CCOCC1	0.3	-6	4	-2	0	0	0	-3	2
O=C(c1ccc(Cl)cc1Cl)N1CCSCC1	4.5	1	-4	15	-11	17	0	-7	-15
COC(=O)c1c([N+](=O)[O-])c(OC)c(OC)c(OC)c1[N+](=O)[O-]	0.4	-11	-4	-5	4	0	2	-1	-3
CC1C(c2ccccc2)OCCN1C=NC#N (centres undefined)	0.5	-6	1	-5	3	1	-5	5	6
Cc1cc(C)n(/N=C/c2cccc(O)c2)c(=O)c1C(N)=O	0.5	4	1	4	9	0	-1	14	2
Cc1nnc(NC(=O)C2CCCN2C(=O)Nc2ccccc2)s1 (centres undefined)	0.8	6	-5	7	-2	1	-1	22	1
Cn1ccc2c(-c3ccc(F)cc3)cc3c(c21)C1CCC3C1 (centres undefined)	1.4	-1	4	0	-5	-1	-8	7	0
CN1C(=O)N(C)C2CC1N(C)C(=O)N2C	0.3	-8	-2	-9	-2	1	-1	11	-1
C/C(=N\Nc1ncc(Cl)cc1Cl)c1ccc(S(=O)(=O)NCc2ccco2)cc1	12	-2	-5	0	-4	0	4	16	-3
Cc1ccc(C)c(N2CCN(C(=O)CN(C)S(=O)(=O)c3ccc4c(c3)CCC(=O)N4)CC2)c1	1.1	-7	1	4	-2	5	0	20	-11
CC(C)CC(=O)NC(=S)Nc1ccc(CN2CCOCC2)cc1	4.8	-9	-3	9	-5	5	0	1	-9
O=C(NCc1ccccc1)c1ccc(Cl)cc1[N+](=O)[O-]	0.5	-4	-9	-4	1	1	-1	14	-6
COC(=O)C1(Cc2cc(-c3ccc(Cl)cc3)no2)CCN(C(=O)OC(C)(C)C)CC1	-0.4	1	6	-5	12	3	-9	-5	4
Cc1ccc(/C=N/NC(=O)CN2CCN(Cc3ccccc3)CC2)o1	0.2	8	-2	-3	3	1	-7	-14	12
CCCNC(=O)CN1C(=O)COc2ccc(S(=O)(=O)N3CC(C)CC(C)C3)cc21 (centres undefined)	-1.0	-15	-3	-4	-6	0	1	6	-2
CSc1nc(-c2ccccc2)nc2c1COC(C)(C)C2	0.3	-9	0	-8	2	0	1	20	10
COC(=O)c1ccc(NC(=O)CSc2nnc(Cc3cccn3C)n2-c2ccc(F)cc2)cc1	-0.1	-12	3	-1	-4	1	-9	15	-6
Cn1cc(P(=O)(N2CCOCC2)N2CCOCC2)cc1P(=S)(N1CCOCC1)N1CCOCC1	0.6	-9	-2	10	-6	0	7	11	-3
Cc1nn(C)cc1CNC(=O)Nc1ccc(Cl)c(Cl)c1	1.1	-2	3	-7	0	8	0	5	-4
NC(=O)N1CC(O)CC1C(=O)Nc1ccc(Cl)c(Cl)c1 (centres undefined)	0.0	-1	0	5	2	1	-3	5	-3
O=C(COc1ccc(-n2ccnc2)cc1)Nc1cccc(F)c1	9.5	0	3	11	-14	13	1	-5	-18
CC(C)(C)C(=O)/C(C#N)=C/c1ccc(O)cc1	-0.5	4	-1	4	13	2	4	2	7
CCOc1ccc(CCNS(=O)(=O)c2ccc3c(c2)NC(=O)CC(=O)N3)cc1OCC	0.0	-9	-3	-9	1	0	-5	3	0

# Compound profiles (already shown). Screens in order: CHO-K1 Ca ag | CHO-K1 Ca antag | M5 ag | M5 antag | CHRM4 PAM | M4 ag | M4 antag | CHO-K1 Ca PAM | CHRM5 PAM
# Entry for O=C(NCc1ccccc1)c1ccc(Cl)cc1[N+](=O)[O-] : 0.5 | -4 | -9 | -4 | 1 | 1 | -1 | 14 | -6
# Entry for COC(=O)c1ccc(NC(=O)CSc2nnc(Cc3cccn3C)n2-c2ccc(F)cc2)cc1 : -0.1 | -12 | 3 | -1 | -4 | 1 | -9 | 15 | -6

# New compounds follow.
Molecule	CHO-K1 Ca ag	CHO-K1 Ca antag	M5 ag	M5 antag	CHRM4 PAM	M4 ag	M4 antag	CHO-K1 Ca PAM	CHRM5 PAM
CC1CC(OC(=O)C2CCN(S(=O)(=O)c3ccc(F)cc3)CC2)C(=O)O1 (centres undefined)	1.9	-2	0	3	1	1	-5	2	-1
O=C(NNC(=S)Nc1ccc(Br)cc1)c1cccnc1	0.2	-9	-2	13	-8	1	8	0	-4
CC1CC(C)CN(C(=O)CSc2ccsc2[N+](=O)[O-])C1 (centres undefined)	0.4	-4	-4	-3	0	1	-2	17	4
CN(C)S(=O)(=O)n1ccnc1	0.3	1	-2	1	5	1	9	-1	-6
CCCN1C(=O)c2ccccc2NC1c1ccc(OC)cc1OC (centres undefined)	0.0	-14	0	-6	5	-1	3	11	0
Cc1ccc(-c2c(NC(=O)c3ccco3)oc3ccccc3c2=O)cc1	1.2	-16	-4	-4	8	2	-3	-10	-1
CN(C(=O)COC(=O)/C=C/c1ccccc1[N+](=O)[O-])c1ccccc1	1.2	-10	-4	-4	5	4	-19	10	8
COC(=O)[C@]12CCCCC=C1N(Cc1cccc3ccccc13)C(=O)[C@H](CC(=O)N1CCSCC1)C2	7.8	-4	6	14	-11	20	19	17	-16
COc1ccc2c(c1)c1nc3ccccc3nc1n2CC(=O)OC(C)C	0.1	-9	-1	-2	-1	0	3	7	0
O=C(O)Cn1c(=O)c(-c2ccccc2)nc2ccccc21	0.6	-7	-3	12	0	1	-3	6	-3
Oc1ccc(CNC2CCCCC2)cc1	0.0	-2	-2	6	8	1	-2	3	-4
Cc1ccc2cn[nH]c2c1[N+](=O)[O-]	0.4	-14	-3	-4	-4	0	10	23	-4
COc1ccc(CNC(=O)C[C@H]2C[C@H](C(=O)N3CCOCC3)[C@@]3(C)c4[nH]c5ccc(Cl)cc5c4CCN3C2=O)cc1OC	0.1	-10	-2	-5	3	0	-13	15	4
CN1CC=C2C(C#N)=C(N)C(C#N)(C#N)C(c3cccc(Cl)c3Cl)C2C1 (centres undefined)	1.1	-1	-6	1	11	2	1	8	-1
COCCCNC(=O)C(=O)NC1CCCCC1C (centres undefined)	1.0	-17	1	-1	0	1	3	18	-3
CCCc1nc(NCc2ccccc2)c(C#N)c2c1CCCC2	0.2	-10	0	-2	-2	0	6	10	-1
CCCCn1c(N)c(N(CC)C(=O)CSc2nnc(-c3ccco3)n2CC)c(=O)[nH]c1=O	-0.2	3	-1	4	13	0	-6	-30	-10
Cc1ccc(-n2c(N)c(C(=O)Nc3ccccc3F)sc2=S)cc1C	1.7	10	-9	-4	5	2	-13	-21	5
Cc1oc(-c2cccc(Cl)c2)nc1CS(=O)(=O)CC(=O)NCc1ccco1	3.5	8	4	4	-4	4	3	-10	-3
Cc1cc(=O)[nH]c2ccc(Cl)cc12	0.5	-5	1	9	6	0	2	14	1
CCCNS(=O)(=O)c1ccc(OCC(=O)Nc2ccc3c(c2)OCO3)cc1	-0.1	21	-2	5	-9	-1	45*	-14	-2
NC(=O)c1sc(=S)n(-c2ccc(Br)cc2)c1N	0.5	-11	1	-4	2	4	-11	15	-6
CCn1c(COc2ccccc2C(N)=O)nc2ccccc21	0.8	-16	0	5	2	1	-4	11	-1
O=C(O)COc1ccc(/C=C/c2nc(-c3ccccc3O)n[nH]2)cc1	0.0	8	-3	0	4	0	-3	-3	8
OCC1OC(n2cnc3c(NC4CCCC4)ncnc32)C(O)C1O (centres undefined)	3.6	-9	14	-4	-2	1	-1	19	-9
COc1ccc(C(=O)NCc2ccncc2)cc1S(=O)(=O)NCc1ccc(Cl)cc1	-0.3	-4	1	-1	6	-1	12	7	3
COc1ccccc1N1CCN(CCC(=O)Nc2cccc(F)c2)CC1	1.5	1	0	6	-4	3	12	9	-5

# A second format for 18 compounds above:
# Order of values: CHO-K1 Ca ag | CHO-K1 Ca antag | M5 ag | M5 antag | CHRM4 PAM | M4 ag | M4 antag | CHO-K1 Ca PAM | CHRM5 PAM
> O=C(CN(C(=O)c1csnn1)c1ccc(Br)cc1)NC1CCCCC1
→ -0.3 | 0 | -1 | 3 | -4 | 1 | -1 | -2 | 1
> COc1ccc(NC(=O)c2ccc(=O)[nH]c2)cc1S(=O)(=O)N1CCOCC1
→ 0.3 | -6 | 4 | -2 | 0 | 0 | 0 | -3 | 2
> O=C(c1ccc(Cl)cc1Cl)N1CCSCC1
→ 4.5 | 1 | -4 | 15 | -11 | 17 | 0 | -7 | -15
> COC(=O)c1c([N+](=O)[O-])c(OC)c(OC)c(OC)c1[N+](=O)[O-]
→ 0.4 | -11 | -4 | -5 | 4 | 0 | 2 | -1 | -3
> CC1C(c2ccccc2)OCCN1C=NC#N (centres undefined)
→ 0.5 | -6 | 1 | -5 | 3 | 1 | -5 | 5 | 6
> Cc1cc(C)n(/N=C/c2cccc(O)c2)c(=O)c1C(N)=O
→ 0.5 | 4 | 1 | 4 | 9 | 0 | -1 | 14 | 2
> Cc1nnc(NC(=O)C2CCCN2C(=O)Nc2ccccc2)s1 (centres undefined)
→ 0.8 | 6 | -5 | 7 | -2 | 1 | -1 | 22 | 1
> Cn1ccc2c(-c3ccc(F)cc3)cc3c(c21)C1CCC3C1 (centres undefined)
→ 1.4 | -1 | 4 | 0 | -5 | -1 | -8 | 7 | 0
> CN1C(=O)N(C)C2CC1N(C)C(=O)N2C
→ 0.3 | -8 | -2 | -9 | -2 | 1 | -1 | 11 | -1
> C/C(=N\Nc1ncc(Cl)cc1Cl)c1ccc(S(=O)(=O)NCc2ccco2)cc1
→ 12 | -2 | -5 | 0 | -4 | 0 | 4 | 16 | -3
> Cc1ccc(C)c(N2CCN(C(=O)CN(C)S(=O)(=O)c3ccc4c(c3)CCC(=O)N4)CC2)c1
→ 1.1 | -7 | 1 | 4 | -2 | 5 | 0 | 20 | -11
> CC(C)CC(=O)NC(=S)Nc1ccc(CN2CCOCC2)cc1
→ 4.8 | -9 | -3 | 9 | -5 | 5 | 0 | 1 | -9
> O=C(NCc1ccccc1)c1ccc(Cl)cc1[N+](=O)[O-]
→ 0.5 | -4 | -9 | -4 | 1 | 1 | -1 | 14 | -6
> COC(=O)C1(Cc2cc(-c3ccc(Cl)cc3)no2)CCN(C(=O)OC(C)(C)C)CC1
→ -0.4 | 1 | 6 | -5 | 12 | 3 | -9 | -5 | 4
> Cc1ccc(/C=N/NC(=O)CN2CCN(Cc3ccccc3)CC2)o1
→ 0.2 | 8 | -2 | -3 | 3 | 1 | -7 | -14 | 12
> CCCNC(=O)CN1C(=O)COc2ccc(S(=O)(=O)N3CC(C)CC(C)C3)cc21 (centres undefined)
→ -1.0 | -15 | -3 | -4 | -6 | 0 | 1 | 6 | -2
> CSc1nc(-c2ccccc2)nc2c1COC(C)(C)C2
→ 0.3 | -9 | 0 | -8 | 2 | 0 | 1 | 20 | 10
> COC(=O)c1ccc(NC(=O)CSc2nnc(Cc3cccn3C)n2-c2ccc(F)cc2)cc1
→ -0.1 | -12 | 3 | -1 | -4 | 1 | -9 | 15 | -6

# Assay outcomes (PubChem BioAssay)

# Rows are unselected; overall some 2.7% were active at least once.
